HPDE-C7 cytotoxicity = cytotoxicity in HPDE-C7 cells, cell-based, fluorescence, HTS (AID 430). HPDE-C7 pancreatic duct cells viability, fluorescence; higher % means a stronger effect. cytotoxicity, % at 10 µM, or EC50 in µM where a hit was titrated. 63,000 compounds, 1.8% hits;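 further: cells exposed to compound for 48 hours before viability readout; 0% = vehicle and 100% = reference cytotoxic drug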
Spn PMK inh = S. pneumoniae PMK inhibitors, primary screen, biochemical, mevalonate pathway, pilot trial included; AID 539, 2006; inhibition, % at 10 µM; 65,000 compounds, 0.49% hits; purified PMK, PK/LDH-coupled NADH absorbance 340 nm; phosphomevalonate kinase (Streptococcus pneumoniae D39);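 active means top-ranked compounds by inhibition in the single 10 µM screen, taking a fixed number of the strongest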;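 further: 0% = full reaction with DMSO carrier and 100% = background rate without enzyme reaction; no value below 0 was filed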
TNAP inhibition = human TNAP enzyme inhibitors, biochemical, luminescent (AID 518). 64,000 compounds, 0.09% hits. purified TNAP enzyme, luminescent substrate readout; higher % means a stronger effect. one-dose inhibition, % at 20 µM; IC50 in µM for titrated hits; in the data active means a potency from the dose series; inactive means the rest, 99 in 100 with inhibition below about 22%;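 further: plate controls were vehicle for no effect and reference inhibitor for full effect; many of its hits are not listed in these tables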
HPDE-C7K KRASV12 = cytotoxicity in KRAS-transformed pancreatic duct cells, primary screen, cell-based, fluorescence, HTS (AID 431) | one-dose cytotoxicity, % at 10 µM; EC50 in µM for titrated hits | HPDE-C7K KRASV12 cells, Alamar Blue viability, 48 h; higher % means a stronger effect | 63,000 compounds, 1.7% hits;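 active means compounds whose percent cytotoxicity in the single-dose primary screen, scaled between solvent and toxic-drug controls, exceeds 50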;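 further: 0% = DMSO solvent wells and 100% = doxorubicin-treated wells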
Bfl-1 inhibitors = Bfl-1 inhibitors, primary screen, biochemical, fluorescence polarization, FITC-Bid, mouse (AID 432); Bcl-2-related protein A1 (Mus musculus); FITC-Bid BH3 peptide fluorescence polarization displacement; higher % means a stronger effect; one-dose displacement, % at 20 µM; IC50 in µM for titrated hits; 64,000 compounds, 0.02% hits; in the data active means a potency from the dose series; inactive means the rest, 99 in 100 with displacement below about 15%; further: strong numbers were not always called active
LYP phosphatase = LYP phosphatase inhibitors, primary screen, biochemical, DiFMUP fluorescence, recombinant catalytic domain, 10 µM (AID 606). recombinant LYP catalytic domain, DiFMUP fluorescence; higher % means a stronger effect. inhibition, % at 10 µM; hits with a dose series show IC50 in µM. 52,000 tested, under 10 active;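 active means IC50 under 40 µM in the dose-response test; inactive means IC50 of 40 µM or more, or never dose-tested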
MK inhibit = S. pneumoniae MK inhibitors, primary screen, biochemical, PK/LDH-coupled NADH absorbance; 65,000 compounds, 0.48% hits; inhibition, % at 10 µM; mevalonate kinase [Streptococcus pneumoniae D39]; purified MK, PK/LDH-coupled NADH absorbance 340 nm;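 active means ranked among the strongest by inhibition in the single 10 µM screen, a fixed top-ranked set picked for dose follow-up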; further: no value below 0 was filed
Spn DPM-DC inh = S. pneumoniae DPM-DC inhibitors, primary screen, biochemical, PK/LDH-coupled NADH fluorescence. purified DPM-DC. diphosphomevalonate decarboxylase (Streptococcus pneumoniae D39). 65,000 compounds, 0.49% hits. calls only at 10 µM;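 active means the 320 compounds with the highest percent inhibition in the single-dose primary screen, excluding strongly autofluorescent ones, cut at about 32% in these data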;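 further: kinetic rate of NADH fluorescence loss reporting ADP formed by the decarboxylase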
HT1080 viability = cytotoxicity in HT1080 fibrosarcoma cells, cell-based, fluorescence readout (AID 620) | HT1080 viability, fluorescence; higher % means a stronger effect | 87,000 compounds, 0.42% hits | one-dose cytotoxicity, % at 10 µM; EC50 in µM for titrated hits;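 further: cells exposed to compound overnight then 4 h with Alamar Blue; 0% = vehicle DMSO and 100% = killing control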
Spn PMK inh pilot replicates = also measured in Spn PMK inh; calls as there; inhibition, %; measured here: pilot screen replicates
MK inhibit pilot replicates = further read-out of MK inhibit, marked with its call; inhibition, %; measured here: pilot screen replicates
Spn DPM-DC inh pilot screen % = recorded beside Spn DPM-DC inh, whose call it bears; inhibition, %; measured here: pilot screen trials
* marks the source's active call; other numbers are inactive results; i = inactive; nt = not tested or not shown. Unless noted, no stated cut-off is given here; in the data, active means cytotoxicity above about 50%; inactive means the rest. Not all compounds are listed; rates above refer to the full screens.

SMILES | HPDE-C7 cytotoxicity | Spn PMK inh | TNAP inhibition | HPDE-C7K KRASV12 | Bfl-1 inhibitors | LYP phosphatase | MK inhibit | Spn DPM-DC inh | HT1080 viability | others
CC12CNCC(C)(CNC1)C2O (stereo not given) | nt | 16 | -30% | nt | -5% | -2% | 6 | i | 2%
Cc1ccc(P(=S)(c2ccc(C)o2)N2CCOCC2)o1 | -9% | 8 | 15% | -2% | -2% | nt | 8 | i | 1%
CCOc1ccc(-c2cc(C(=O)N3CCC4(CC3)OCCO4)c3ccccc3n2)cc1 | -7% | 9 | 16% | -9% | 0% | -3% | 0 | nt | 23%
O=C(c1ccc(CNS(=O)(=O)c2ccccc2)cc1)N1CCC2(CC1)OCCO2 | -23% | 18 | 4% | -3% | -5% | 7% | 3 | i | 1%
Cc1[nH]c2c(Cl)cccc2c1CCN | -12% | 13 | 6% | -4% | 0% | 12% | 5 | i | -4% | Spn PMK inh pilot replicates=3.5;MK inhibit pilot replicates=0.5;Spn DPM-DC inh pilot screen %=0.0
C=CCOC(=O)COc1cc(C)cc2oc(=O)c3c(c12)CCC3 | 0% | 13 | 14% | 9% | 7% | nt | 7 | nt | 5% | Spn PMK inh pilot replicates=0.0;MK inhibit pilot replicates=0.0
Cc1cccn2c(=O)c3c(nc12)N1CCC(Cc2ccccc2)CC1C1(C3)C(=O)N(C)C(=O)N(C)C1=O (stereo not given) | nt | 6 | 17% | nt | -3% | 8% | 0 | i | 17%
CCN(CC)CCN=C(C)c1c(O)n(-c2ccccc2OC)c(=O)[nH]c1=O | -12% | 8 | 2% | -19% | -21% | -14% | 1 | i | 4%
Cc1cc(C(=O)N2CCC3(CC2)OCCO3)cs1 | 5% | 0 | 10% | -10% | -8% | 8% | 3 | i | 2%
Cc1ccccc1-c1nc(CS(=O)CC(=O)N2CCC3(CC2)OCCO3)c(C)o1 (stereo not given) | -4% | 7 | 5% | 8% | 2% | nt | 5 | i | -3%
COc1ccc(N=C(C)c2c(O)n(C)c(=O)n(C)c2=O)c(OC)c1 | -10% | 13 | 14% | -10% | -9% | 12% | 6 | i | 1%
NC(=O)CN1CC(c2ccccc2)CC1=O (stereo not given) | -2% | 5 | 8% | -2% | -4% | 3% | 0 | i | 3%
CC(=O)C1C2c3ccccc3OC1(C)N=c1s/c(=C/c3cnn(C)c3)c(=O)n12 (stereo not given) | -2% | 10 | 11% | 7% | 1% | 6% | 6 | i | 24%
CCc1nc(N2CCNCC2)c(C#N)c2c1CSC(C)(C)C2 | 38% | 0 | 3% | 32% | -1% | 8% | 6 | i | -2%
Cc1ccc(S(=O)(=O)Nc2cc(C(=O)N3CCC4(CC3)OCCO4)ccc2N2CCCCC2)cc1 | -2% | 16 | -4% | 0% | 1% | 16% | 6 | i | -1%
Nc1c(C(=O)NCc2ccco2)c2nc3ccccc3nc2n1Cc1ccc(F)cc1 | 81%* | 3 | 5% | 96%* | -1% | nt | 4 | nt | -1%
COc1ccc(C(=O)CN2CCOCC2)cc1F | -5% | 9 | 15% | -1% | -8% | nt | 0 | i | 5%
CC1CCN2c3nc4ccccn4c(=O)c3CC3(C(=O)N(C)C(=O)N(C)C3=O)C2C1 (stereo not given) | 15% | 6 | 14% | 11% | 5% | 13% | 0 | i | -7% | Spn PMK inh pilot replicates=3.0;MK inhibit pilot replicates=5.0;Spn DPM-DC inh pilot screen %=10
Cc1cccnc1-n1c(-c2ccco2)nc2ccccc2c1=O | 13% | 8 | 8% | 7% | -2% | 10% | 7 | i | -4%
Cc1ccc2c(c1)CC1(CN2C)C(=O)NC(=O)N(c2cccc(C)c2C)C1=O (stereo not given) | 1% | 12 | 15% | -1% | 0% | nt | 11 | i | -19%
CCOC(=O)C1=C(N)OC2=C(C(=O)CCC2)C12C(=O)Nc1ccccc12 (stereo not given) | -15% | 12 | 5% | -10% | -6% | 7% | 6 | i | -11%
Clc1ccc(COC(Cn2ccnc2)c2ccc(Cl)cc2Cl)c(Cl)c1 (stereo not given) | 8.2µM* | 9 | -94% | 7.5µM* | 9% | nt | 9 | i | -39% | Spn PMK inh pilot replicates=3.0;MK inhibit pilot replicates=4.0;Spn DPM-DC inh pilot screen %=0.0
CC(CCc1ccccc1)NC(C)C(O)c1ccc(O)cc1 (stereo not given) | 9% | 4 | 11% | 16% | 1% | 20% | 6 | i | -1% | Spn PMK inh pilot replicates=0.0;MK inhibit pilot replicates=4.0;Spn DPM-DC inh pilot screen %=6.0
CCN(CC)CCCN=Cc1c(O)n(CCc2ccc(OC)c(OC)c2)c(=O)[nH]c1=O | nt | 10 | 4% | nt | 6% | -1% | 11 | i | -2%
C=Cn1ccnc1P(=S)(c1c(C)nn(-c2ccccc2)c1C)c1nccn1C=C | 4% | 3 | -2% | 9% | -4% | nt | 9 | i | -5%
OCC12COC3c4ccccc4C(OC1)N32 (stereo not given) | -6% | 0 | 7% | 6% | -1% | 11% | 5 | i | -3% | Spn PMK inh pilot replicates=5.0;MK inhibit pilot replicates=0.0;Spn DPM-DC inh pilot screen %=2.5
NCCc1c[nH]c2ccc(F)cc12 | -8% | 10 | 6% | -8% | -8% | 3% | 6 | i | -8%
CCCCN=Cc1c(O)n(-c2c(C)cc(C)cc2C)c(=O)[nH]c1=O | -3% | 0 | 8% | -6% | -1% | nt | 0 | i | 1%
CCN(CC)C(=O)c1ccc(NC(=O)CSc2nnnn2-c2cc(OC)ccc2OC)cc1 | -14% | 16 | 14% | -13% | -9% | nt | 8 | i | 3%
O=c1c2cc(Cl)cc(Cl)c2nc(CN2CCOCC2)n1-c1ccccc1F | 4% | 7 | 8% | 0% | -6% | -19% | 7 | i | 8%
CCc1sc(C(=O)N2CCC3(CC2)OCCO3)cc1Br | -8% | 0 | 8% | -8% | -5% | -4% | 4 | i | -5%
CNCC(O)c1ccc(O)cc1 (stereo not given) | 51%* | 8 | 12% | 9% | 4% | 19% | 2 | i | -4% | Spn PMK inh pilot replicates=2.0;MK inhibit pilot replicates=0.0;Spn DPM-DC inh pilot screen %=1.5
COc1ccc(N2C(=O)CC(=O)NC2=O)cc1 | -15% | 1 | 10% | -7% | -4% | 8% | 5 | i | 1%
COC(=O)c1ccccc1-n1c(C)nc2ccccc2c1=O | 0% | 3 | 14% | 6% | 4% | 12% | 14 | i | 5% | Spn PMK inh pilot replicates=3.0;MK inhibit pilot replicates=1.5;Spn DPM-DC inh pilot screen %=0.0
O=c1[nH]c(=O)n(CCc2ccc(F)cc2)c(O)c1C=NCCCN1CCOCC1 | -5% | 15 | 20% | -20% | 2% | 7% | 9 | i | 0%
CN1C(=O)N(C)C(=O)C2(Cc3c(ccc4ccccc34)N(C)C2)C1=O | 22% | 6 | 6% | 21% | -3% | 6% | 5 | i | -8%

Continued; the last 2 above are carried over.
SMILES | HPDE-C7 cytotoxicity | Spn PMK inh | TNAP inhibition | HPDE-C7K KRASV12 | Bfl-1 inhibitors | LYP phosphatase | MK inhibit | Spn DPM-DC inh | HT1080 viability | others
O=c1[nH]c(=O)n(CCc2ccc(F)cc2)c(O)c1C=NCCCN1CCOCC1 | -5% | 15 | 20% | -20% | 2% | 7% | 9 | i | 0%
CN1C(=O)N(C)C(=O)C2(Cc3c(ccc4ccccc34)N(C)C2)C1=O | 22% | 6 | 6% | 21% | -3% | 6% | 5 | i | -8%
CC(=NCCC1=CCCCC1)c1c(O)n(C)c(=O)n(C)c1=O | 6% | 13 | 10% | 11% | 2% | -9% | 2 | i | -4%
Cc1ccc(S(=O)(=O)N2CCC(C(=O)N3CCC4(CC3)OCCO4)CC2)cc1 | -18% | 16 | 5% | -9% | 3% | 2% | 6 | i | -5%
O=C1C2CCCN2C(c2cccnc2)N1c1nccs1 (stereo not given) | nt | 16 | -8% | nt | -5% | -2% | 1 | i | 6%
COc1ccc(CN2CC3CC(C2)c2cccc(=O)n2C3)cc1OC (stereo not given) | -16% | 6 | 20% | -17% | 5% | 13% | 5 | i | -8%
CCOC(=O)C(O)(c1ccc(N(CC)C(=O)OC)cc1)C(F)(F)F (stereo not given) | -14% | 4 | 8% | -2% | -6% | 0% | 11 | i | 8% | Spn PMK inh pilot replicates=0.5;MK inhibit pilot replicates=0.0;Spn DPM-DC inh pilot screen %=1.0
O=S1(=O)CC2(N3CCOCC3)CCCCCCC21 (stereo not given) | -8% | 15 | 2% | -6% | -1% | 14% | 4 | i | 3%
CC1(C)CN=C(Nc2ccccc2C(F)(F)F)S1 | 9% | 15 | 9% | 4% | -7% | 9% | 9 | i | 18%
CCOC(=O)c1cc(C)n(CCc2cnc[nH]2)c1C | -3% | 6 | 14% | -5% | -2% | 9% | 0 | i | -11%
CN1C(=O)N(C)C(=O)C(CCc2ccccn2)(CCc2ccccn2)C1=O | -2% | 10 | 3% | -12% | 5% | nt | 8 | i | -17%

Compounds above containing a Cl atom:
SMILES | HPDE-C7 cytotoxicity | Spn PMK inh | TNAP inhibition | HPDE-C7K KRASV12 | Bfl-1 inhibitors | LYP phosphatase | MK inhibit | Spn DPM-DC inh | HT1080 viability | others
Cc1[nH]c2c(Cl)cccc2c1CCN | -12% | 13 | 6% | -4% | 0% | 12% | 5 | i | -4% | Spn PMK inh pilot replicates=3.5;MK inhibit pilot replicates=0.5;Spn DPM-DC inh pilot screen %=0.0
Clc1ccc(COC(Cn2ccnc2)c2ccc(Cl)cc2Cl)c(Cl)c1 (stereo not given) | 8.2µM* | 9 | -94% | 7.5µM* | 9% | nt | 9 | i | -39% | Spn PMK inh pilot replicates=3.0;MK inhibit pilot replicates=4.0;Spn DPM-DC inh pilot screen %=0.0
O=c1c2cc(Cl)cc(Cl)c2nc(CN2CCOCC2)n1-c1ccccc1F | 4% | 7 | 8% | 0% | -6% | -19% | 7 | i | 8%
